M1AAP inhibition: malaria alanyl aminopeptidase activity blockers – biochemical, fluorogenic H-Leu-NHMec substrate, 1536-well (AID 1445) | recombinant M1AAP, H-Leu-NHMec fluorogenic kinetic assay; higher % means a stronger effect | one-dose inhibition, % at 30 µM; IC50 in µM for titrated hits | 0.42% of 220,000 active;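 active = primary inhibition above the hit cutoff, then over 50% inhibition at one or more dose response concentrations, cut at about 23% in these data, passing the limit was not always enough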;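 also: plate controls were DMSO full reaction for no effect and no enzyme background for full effect; strong numbers were not always called active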
T cell modulator: T cell immune modulation candidate. 2C CD8+ T cell-vesicle binding, flow cytometry; hits give low values. calls only at 7 µM. 0.068% of 330,000 active. AID 2052;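 active = response, share of CD8 T cells binding vesicles, and their 90th percentile fluorescence all below set limits, cut at about 80% in these data, passing the limit was not always enough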
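material = purified 2C TCR transgenic mouse naive CD8+ T cells | controls = Unloaded micro-vesicles (low), QL9 vesicles with 0.7% DMSO (high) | detection = cytometric PE anti-B7-1 and Alexa647 anti-CD8 signals after 1% paraformaldehyde fixation | incubation = binding step 1.5 h, 37 °C, antibody labelling 20 min, ice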
Dynein transport: blocks dynein driven cargo transport along microtubules; 3617.4 mouse cells, GR-EGFP nuclear translocation imaging; test concentration mostly 20 µM; stimulated with dexamethasone, 1 µM; hits give low values; z-score, hits read low; 0.47% of 220,000 active; AID 1381;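 active = plate z-score of nuclear minus cytoplasmic receptor signal below a set negative limit, without overly bright fluorescence or cell loss, cut at about -3.5 in these data, passing the limit was not always enough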;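 also: z-score of nuclear minus cytoplasmic ring GR-EGFP intensity difference per well; some compounds called inactive have numbers as strong as hits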
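medium = tetracycline-free induction medium containing charcoal-stripped FBS | also added = 1.0 µM final dexamethasone stimulus | schedule = 48 h induction, 1 h compound, 30 min dex at 37 °C | technique = fixed, Hoechst-stained cells imaged at 10x for EGFP | measure = GR-EGFP nuclear translocation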
Autophagy mod: modulators of autophagy; MEF GFP-LC3 puncta imaging; test concentration mostly 10 µM; calls only at 10 µM (by protocol); 0.98% of 190,000 active; AID 463193;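 active = percentage of spot-positive cells more than 3 SD above its plate mean, without a fluorescence outlier flag or 80% toxicity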;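 also: spot-positive cell cutoff set from DMSO-treated cells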
M17LAP inhibition: P. falciparum M17LAP inhibitors, primary screen, biochemical, fluorogenic H-Leu-NHMec substrate, 1536-well (AID 1619); inhibition, % at 30 µM; hits with a dose series show IC50 in µM; 0.38% of 220,000 active; recombinant M17LAP, H-Leu-NHMec fluorogenic kinetic assay; higher % means a stronger effect;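 active = compound inhibiting the enzyme by more than half at any dose during confirmatory dose-response retesting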;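 also: plate controls were full reaction with DMSO carrier for no effect and no enzyme background for full effect; strong numbers were not always called active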
WT yeast gro inh: growth inhibition of WT yeast, mitochondrial fusion screen; mitochondrial fusion phenotypic screen, WT strain; inhibition, % at 10 µM; 2.1% of 190,000 active; AID 1362; in the data active = inhibition above about 58%; tested in S. cerevisiae
Yfh1-off respiration: enhancers of respiration in Yfh1-depleted yeast, dose response, Friedreich's ataxia, plus single-dose screen (AID 1465) | 0.074% of 220,000 active | fold induction at 50 µM; hits with a dose series show EC50 in µM | S. cerevisiae Yfh1-off respiration, WST-1 reduction, 72 h; higher fold induction means a stronger effect;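 active = fold induction of absorbance versus untreated yeast above a set limit, then at least 30% activation at any dose in follow-up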;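 also: activators that raise dye reduction in frataxin-depleted yeast; strong numbers were not always called active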
MT stabilize HCS: stabilizes microtubules in HeLa cells; % tubulin-high responders, % at 10 µM; HeLa tubulin immunostaining HCS, 24 h; share of cells brighter than vehicle mean+2SD; AID 2205; 0.83% of 200,000 active;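 active = plate Z-score above 3 for both tubulin-high and condensed-nucleus cell shares, with cell loss under 80%, at 10 µM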;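 also: anti alpha tubulin signal scored within the nucleus-defined area of each cell; some results filed as inactive read as strong as hits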
b-catenin transl: alters nuclear translocation of beta-catenin in HeLa cells. nuclear translocation activity, % at 5 µM. 0.3% of 190,000 active. AID 1665. immunofluorescence imaging;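 active = nuclear translocation activity above 50% at 5 µM, with a well cell count of 50 or more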;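 also: per-cell ratio of nuclear to cytoplasmic median beta-catenin stain intensity; plate controls were DMSO negative control for no effect and GSK-3 inhibitor IX positive control for full effect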
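Read-out: Nuclear/cytoplasmic beta-catenin signal ratio, % activation | Assay system: Human HeLa cell line | Times: 24 h compound exposure at 37°C, 5% CO2 | Signal: Fluorescence imaging of beta-catenin antibody stain plus DAPI | Dosing: 5 µM primary, 0.02–20 µM confirmation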
WT yeast gro inh mutant strain: recorded beside WT yeast gro inh, whose call it bears; inhibition, %; mitochondrial fusion phenotypic screen, mutant strain inhibition
Dynein transport cytoplasmic EGFP: also measured in Dynein transport; calls as there; z-score; measured here: cytoplasmic GR-EGFP intensity; hits give high values
Dynein transport nuclear GR-EGFP: second read-out of Dynein transport, no call of its own (marks repeat the call); z-score; measured here: nuclear GR-EGFP intensity;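 lower value marks the stronger effect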
Dynein transport cell count: also measured in Dynein transport; calls as there; z-score; measured here: cell count per field
b-catenin transl cell count 5 µM: recorded beside b-catenin transl, whose call it bears; cell count; measured here: cell count, cytotoxicity flag
T cell modulator vesicle-bound %: second read-out of T cell modulator, no call of its own (marks repeat the call); double positive events, %; measured here: CD8+ vesicle-bound cell fraction;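 binding gate set so that unloaded-vesicle control wells show 10% double positive cells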
MT stabilize HCS Hoechst-high %: further read-out of MT stabilize HCS, marked with its call; % Hoechst-high responders; measured here: nuclear condensation Hoechst responders;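 share of cells brighter than vehicle mean plus two SD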
MT stabilize HCS cytotoxicity %: second read-out of MT stabilize HCS, no call of its own (marks repeat the call); toxicity, %; measured here: cytotoxicity by cell density;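 0% = mean cell density of plate MIN control wells and 100% = no cells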
Autophagy mod cell loss 18 h: also measured in Autophagy mod; calls as there; toxicity, %; measured here: cell loss, nuclei count;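 cell loss after 18 h compound exposure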
Numbers without * were called inactive; i = inactive; nt = not tested or not shown. Compounds as they come; 4.4% or so of the library scored in one or more.

SMILES | M1AAP inhibition | T cell modulator | T cell modulator vesicle-bound % | Dynein transport | Dynein transport cytoplasmic EGFP | Dynein transport nuclear GR-EGFP | Dynein transport cell count | Autophagy mod | Autophagy mod cell loss 18 h | M17LAP inhibition | WT yeast gro inh | WT yeast gro inh mutant strain | Yfh1-off respiration | MT stabilize HCS | MT stabilize HCS Hoechst-high % | MT stabilize HCS cytotoxicity % | b-catenin transl | b-catenin transl cell count 5 µM
Cc1nn(CCc2n[nH]c(=S)n2C2CCCCC2)c(C)c1Br | -1% | i | 30 | -0.35 | 0.015 | 0.28 | 0.76 | i | 10 | 9% | 12 | -19 | i | 2.3 | 2.1 | 8.7 | -0.5 | 1262
CCN(CC)S(=O)(=O)c1cccc(NN=c2c(=O)c3ccccc3c2=O)c1 | 10% | i | 13 | -0.087 | -0.2 | -0.11 | 0.075 | nt | nt | 18% | nt | nt | i | nt | nt | nt | -0.1 | 1363
O=C(O)CSCC(=O)N1CCN(S(=O)(=O)c2cc(Cl)cc(Cl)c2)CC1 | -7% | i | 18 | 0.22 | -0.22 | 0.71 | -0.99 | nt | nt | 4% | nt | nt | i | nt | nt | nt | -1.5 | 1285
Cc1ccc(C)c(CN2C(=O)C(C)Oc3ccc(C)cc32)c1 (stereo unspecified) | 3% | i | 11 | 1.3 | -0.14 | 0.55 | -2.2 | i | -6 | -10% | -12 | -8 | i | 5.8 | 2.2 | 7.2 | -6.8 | 1077
Cc1nn(Cc2ccc(Cl)cc2Cl)c(C)c1NC(=O)c1ccc(COc2cc(Cl)ccc2Cl)o1 | -2% | i | 48 | -1.3 | -0.22 | -1.1 | 1.3 | i | 5 | -8% | 12 | 8 | i | 2.2 | 1.8 | 8.2 | nt | nt
COc1ccc(Nc2nc(N)nc(CSC(=S)N3CCN(C)CC3)n2)cc1 | -2% | i | 59 | -1 | -0.31 | -0.4 | 0.95 | i | -24 | -2% | 1 | -4 | i | 1.8 | 1.2 | 5.5 | -3.2 | 987
Cc1nn(C)cc1/C=C/C(=O)c1ccccc1 | 5% | i | 18 | -1.9 | -0.056 | -0.44 | 0.45 | i | -13 | 22% | 13 | 1 | i | 1.6 | 1.4 | 3.9 | -2.3 | 1239
O=C(NCc1ccco1)c1nnc(Cc2ccc(Cl)cc2)o1 | 11% | i | 37 | -0.13 | 0.33 | 0.096 | 0.35 | i | 0 | 6% | -3 | -10 | i | 2.0 | 2.0 | 5.5 | nt | nt
CC1CCCCN1C(=O)N[C@@H](Cc1ccccc1)C(=O)O (stereo partly specified) | 3% | i | 8 | -0.89 | -0.12 | -0.22 | 0.27 | i | 6 | 11% | -16 | -8 | i | 3.4 | 2.8 | 4.9 | -5.2 | 829
COc1ccc(C(=O)N/C(=C/c2ccco2)C(=O)NC2CCS(=O)(=O)C2)cc1 (stereo unspecified) | 3% | i | 34 | -0.41 | -0.33 | -0.16 | 0.19 | i | 11 | 28% | 5 | -4 | i | 2.3 | 2.0 | 5.2 | nt | nt
CC(C)Sc1n[nH]c(=O)n1-c1cccc(C(F)(F)F)c1 | 2% | i | 36 | 0.94 | -0.27 | 0.33 | -0.43 | nt | nt | 3% | nt | nt | i | nt | nt | nt | -1.8 | 1107
COc1ccc(N(C(C)C(=O)NN=C2CCCCCCC2)S(C)(=O)=O)cc1 (stereo unspecified) | 4% | i | 62 | 0.13 | -0.053 | 0.15 | 0.22 | i | -13 | 3% | -10 | -17 | i | 3.5 | 2.2 | 8.8 | 0.7 | 1096
CCN1C(=O)C2(C(C(=O)c3ccc(C)o3)=C(O)C(=O)N2CCCN(C)C)c2ccccc21 (stereo unspecified) | 7% | i | 23 | -0.39 | -0.21 | 0.22 | -0.21 | nt | nt | 23% | nt | nt | i | nt | nt | nt | 0.1 | 1347
Cn1nc(C(=O)NC(C)(C)C)c2ccccc21 | 1% | i | 15 | -0.82 | -0.32 | -0.7 | 1.1 | i | -2 | -5% | -12 | -6 | i | 4.3 | 3.1 | 9.9 | nt | nt
CCCNc1nc2c(c(=O)[nH]c(=O)n2C)n1CCC(C)C | 3% | i | 34 | -0.19 | -0.2 | 0.12 | -0.16 | i | 8 | -11% | 2 | 1 | i | 1.9 | 1.9 | 4.8 | -1.0 | 1191
Cn1ncc2c(Nc3cccc(Cl)c3)nc(Nc3cccc(Cl)c3)nc21 | 0% | i | 44 | 1.8 | -0.27 | 0.9 | -0.92 | nt | nt | -10% | nt | nt | i | nt | nt | nt | -0.1 | 1179
COC(=O)/C(=C/c1ccc2c(c1)c1ccccc1n2C)NC(=O)c1ccccc1 | 5% | i | 38 | -0.066 | 0.12 | 0.22 | 0.26 | i | 14 | 6% | 24 | 8 | i | 1.5 | 2.1 | 4.6 | 0.0 | 949
COc1ccc(NC(=O)CSc2nnc(-c3ccncc3)n2C)cc1 | 2% | i | 28 | -0.43 | -0.36 | -0.39 | 1.1 | i | 1 | 5% | -4 | -10 | i | 2.2 | 1.7 | 4.6 | nt | nt
COc1ccc2nc(C(F)(F)Cl)c(C#N)c(N)c2c1 | -1% | i | 61 | 0.36 | -0.22 | 0.24 | -0.46 | nt | nt | 3% | nt | nt | i | nt | nt | nt | 1.1 | 1086
C/C(=C/C(=O)N1CCN(C)CC1)C(=O)O | -1% | i | 48 | 0.54 | -0.22 | 0.74 | -0.61 | i | 10 | -6% | 6 | 2 | i | 1.8 | 2.1 | 8.1 | 0.7 | 1047
O=c1c(/C=N/O)c(Nc2ccccc2)nc2ccccn12 | 11% | i | 42 | 1.4 | -0.11 | 0.99 | -0.85 | i | 9 | 7% | 6 | -2 | i | 5.4 | 1.8 | 9.8 | -0.3 | 791
COc1ccc(CCNC(=O)c2ccc3c(c2)SC2=NS(=O)(=O)CCN23)cc1 | -3% | i | 16 | 0.11 | -0.78 | -0.27 | -0.21 | nt | nt | -1% | nt | nt | i | nt | nt | nt | -0.7 | 1293
CCOC(=O)C1CCCN(c2c(NCCN3CCCCC3C)c(=O)c2=O)C1 (stereo unspecified) | 6% | i | 46 | -0.99 | -0.25 | -0.49 | 0.5 | nt | nt | 1% | -7 | -4 | i | 2.4 | 2.0 | 8.1 | -2.2 | 1082
Cc1cc(SCC(=O)c2ccccc2)nc(C)n1 | 4% | i | 29 | -0.042 | -0.083 | -0.18 | 0.49 | i | -5 | -2% | -1 | 0 | i | 1.7 | 0.9 | 4.1 | -3.7 | 1053
FC(F)(F)c1cccc(-c2nn[nH]n2)c1 | 9% | i | 39 | -1 | -0.24 | -0.013 | 0.68 | i | -3 | 6% | 1 | 0 | i | 3.0 | 3.1 | 5.3 | -1.2 | 1066
CCOc1ccc(CC(=O)N2CCN=C2SC)cc1 | 5% | i | 41 | 0.91 | -0.16 | 0.93 | -0.29 | i | 12 | -4% | 7 | 13 | i | 5.6 | 3.0 | 6.0 | -5.7 | 1084
CC(=O)Nc1nonc1-c1ccccc1 | 7% | i | 44 | -0.21 | -0.23 | 0.13 | 0.31 | i | -2 | -4% | -3 | -2 | i | 2.0 | 2.6 | 9.1 | 1.7 | 1199
O=C(Nc1cc(Cl)cc(Cl)c1)c1cnn2cccnc12 | 2% | i | 14 | -0.41 | 0.24 | -0.033 | 0.49 | i | 3 | 9% | 9 | 10 | i | 1.7 | 2.2 | 10 | -2.0 | 1248
Cc1cc(C)nc(NS(=O)(=O)c2ccc(NC(=O)c3ccc4c(c3)OCO4)cc2)n1 | 1% | i | 20 | -1.2 | -0.057 | 0.061 | 0.56 | i | 19 | 29% | 6 | -4 | i | 4.8 | 3.3 | 4.0 | -3.3 | 925
COc1ccc(CCNC(=O)COc2cc(=O)n(C)c3ccccc23)cc1OC | 1% | i | 65 | -0.42 | 0.033 | -0.33 | 1.4 | i | 26 | 13% | 2 | -2 | i | 1.2 | 2.2 | 2.8 | 0.4 | 1058
O=C(O)c1cccnc1SCc1cn2cc(Cl)ccc2n1 | 1% | i | 27 | -1 | 3.2 | 0.027 | 0.16 | nt | nt | 34% | nt | nt | i | nt | nt | nt | -3.3 | 1214
O=C(CSc1nnc(-c2ccccc2O)o1)Oc1ccc(Br)cc1 | 9% | i | 28 | -0.39 | -0.25 | -0.22 | 0.73 | i | -4 | 20% | -8 | 8 | i | 3.2 | 2.8 | 6.5 | -0.5 | 1160
